# Screening results: PubChem BioAssay, Sanford-Burnham Center for Chemical Genomics
# tim10-1 inh – tim10-1 yeast growth inhibition; S. cerevisiae tim10-1 ts strain growth, BacTiter-Glo, 24 h; inhibition, % at 20 µM; 330,000 compounds, 2.2% hits; AID 463190;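 active = inhibition of at least 40%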;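 also: mutant grown at 25 °C; 0% = DMSO wells with yeast and 100% = wells holding no yeast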
# APJ antag – blocks the human apelin receptor APJ | 330,000 compounds, 0.32% hits | inhibition, % at 20 µM | CHO-K1 APJ beta-arrestin complementation, luminescence | P35414;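 active = inhibition above about 40% at 20 µM, limit read from the data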;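 also: cells challenged with 10 nM apelin-13 agonist together with compound; plate controls were apelin-13 plus DMSO wells for no effect and DMSO wells lacking apelin-13 for full effect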
# APJ ag – APJ receptor agonism; P35414; CHO-K1 APJ PathHunter beta-arrestin, luminescence; 0% DMSO wells, 100% apelin; activation, % at 20 µM; 330,000 compounds, 0.11% hits;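 active = activation more than six SD over the plate average, tested at 20 µM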;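 also: 0% = DMSO alone and 100% = apelin-13 at 10 nM; some results filed as inactive read as strong as hits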
#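 Test system: CHO-K1 APJ beta-arrestin complementation cell line. Amount: cell density 1000 per well. Controls: DMSO negative, 10 nM Apelin-13 positive. Signal: luminescent beta-gal fragment complementation, chemiluminescent substrate. Read-out basis: agonist-driven arrestin binding to APJ. Timing: compound stimulation 90 min at 25 °C, detection 60 min.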
# tim23-1 inh – inhibits growth of tim23-1 mutant yeast. S. cerevisiae tim23-1 growth, BacTiter-Glo luminescence, 24 h. 330,000 compounds, 1.3% hits. inhibition, % at 20 µM;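 active = growth inhibition of the mutant yeast at or above 50%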;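 also: temperature-sensitive mutant grown at 25 °C; plate controls were DMSO-treated mutant yeast for no effect and medium wells lacking yeast for full effect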
# UPR XBP1 act – activators of adaptive arm of unfolded protein response (XBP1); CHO-XBP1 luciferase reporter, IRE1-XBP1 UPR activation, luminescence; percent of tunicamycin response, DMSO as zero; 330,000 compounds, 0.33% hits; activation, % at 20 µM; AID 463104;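 active = versus positive control, 20 µM dose yields 30% or more activation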;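 also: 100% = tunicamycin at 10 µg/mL and 0% = DMSO only wells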
#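 assay system = CHO-XBP1 luciferase reporter cells | amount = 1000 cells/well | buffer or medium = F12 plus 10% FBS | compound dosing = single point, 20 µM final compound, 1% DMSO | incubation = 16-18 h cell attachment at 37 °C, then 6 h compound exposure | detection = Steady-Glo luminescence read | controls = tunicamycin 10 µg/mL and vehicle-only wells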
# Mdm2 MdmX PPI – inhibitors of human Mdm2/MdmX interaction | O15151+Q00987 | SaOS-2 split-luciferase Mdm2/MdmX complementation, luminescence | inhibition, % at 8 µM | 330,000 compounds, 3% hits | AID 485346;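 active = inhibition of at least 50% at 8 µM in the primary screen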
# Target sequence (O15151 whole entry, looked up): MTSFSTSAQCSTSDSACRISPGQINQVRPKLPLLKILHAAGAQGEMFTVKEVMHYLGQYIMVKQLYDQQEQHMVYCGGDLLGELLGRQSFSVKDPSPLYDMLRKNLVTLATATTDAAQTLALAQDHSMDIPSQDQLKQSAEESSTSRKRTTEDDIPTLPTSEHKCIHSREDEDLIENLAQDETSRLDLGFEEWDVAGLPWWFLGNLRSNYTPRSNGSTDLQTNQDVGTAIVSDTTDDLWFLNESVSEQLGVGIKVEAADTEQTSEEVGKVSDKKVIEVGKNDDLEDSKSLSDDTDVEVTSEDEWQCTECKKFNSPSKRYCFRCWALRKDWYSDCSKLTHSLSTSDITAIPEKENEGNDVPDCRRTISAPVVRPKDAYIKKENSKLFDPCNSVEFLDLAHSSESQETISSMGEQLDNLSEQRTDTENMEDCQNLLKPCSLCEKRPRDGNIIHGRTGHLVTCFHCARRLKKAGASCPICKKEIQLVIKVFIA
# Target sequence (Q00987 whole entry, looked up): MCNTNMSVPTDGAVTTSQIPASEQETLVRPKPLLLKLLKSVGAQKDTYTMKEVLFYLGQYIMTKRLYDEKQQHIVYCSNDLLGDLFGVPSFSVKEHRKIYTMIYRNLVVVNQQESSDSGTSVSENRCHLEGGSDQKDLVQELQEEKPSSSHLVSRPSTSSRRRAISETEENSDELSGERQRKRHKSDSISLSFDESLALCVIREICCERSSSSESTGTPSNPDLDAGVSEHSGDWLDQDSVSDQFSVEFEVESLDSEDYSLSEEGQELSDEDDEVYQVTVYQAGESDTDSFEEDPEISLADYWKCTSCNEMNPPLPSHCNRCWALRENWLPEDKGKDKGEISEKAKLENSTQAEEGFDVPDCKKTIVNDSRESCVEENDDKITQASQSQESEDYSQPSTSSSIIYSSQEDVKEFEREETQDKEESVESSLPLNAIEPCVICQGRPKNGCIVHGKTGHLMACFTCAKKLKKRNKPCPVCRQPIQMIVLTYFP
# TIM10 inh – growth inhibitors of TIM10 yeast strain. S. cerevisiae TIM10 strain growth, BacTiter-Glo luminescence, 24 h. inhibition, % at 10 µM. 330,000 compounds, 1.4% hits. AID 463195;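 active = inhibition of 40% or more at the single tested concentration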;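 also: wild-type TIM10 isogenic control strain grown at permissive 25 °C; 0% = DMSO yeast wells and 100% = minimal medium wells without yeast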
# CXCR6 block – CXCR6 (human) receptor inhibition; CHO-K1 PathHunter CXCR6 beta-arrestin, luminescence; 360,000 compounds, 0.36% hits; AID 602244; inhibition, % at 20 µM; in the data active = inhibition above about 34%, passing the limit was not always enough;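 also: antagonist mode with CXCL16 agonist at 10 nM final; 0% = 10 nM CXCL16 with DMSO and 100% = unstimulated wells without agonist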
# CHOP UPR activ – apoptotic UPR (CHOP) activation | activation, % at 10 µM | CHO-CHOP luciferase reporter, luminescence; percent of tunicamycin response over DMSO baseline | 330,000 compounds, 0.34% hits;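 active = at 10 µM dose, activation of 40% or more, normalized to positive control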;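 also: 100% = tunicamycin at 10 µg/mL and 0% = DMSO alone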
#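 Material: CHO-CHOP cells, stable luciferase reporter of PERK-eIF2a-CHOP signalling; quantity: 500 reporter cells seeded per well; buffer or medium: F12 medium containing 10% fetal bovine serum; compound: one dose, 10 µM in 0.5% DMSO; incubation: 6 h compound treatment, 37 °C; measured by: Steady-Glo luciferase luminescence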
# Numbers without * were called inactive. These rows are one share of the data; count on the stated rates, not on these rows.
Structure	tim10-1 inh	APJ antag	APJ ag	tim23-1 inh	UPR XBP1 act	Mdm2 MdmX PPI	TIM10 inh	CXCR6 block	CHOP UPR activ
O=C(O)CCC(=O)NCc1ccc2[nH]c3c(c2c1)CCCC3	4.6	8.9	4.5	7.6	-0.7	19.8	-1.1	-12.8	0.7
CCOC(=O)CCCNC(=O)COc1ccccc1C#N	5.7	-14.6	4.5	8.3	-0.5	-0.7	11.2	-0.5	-1.0
CC1=NN(c2ccccc2)C(=O)/C1=C/c1ccc(Cl)cc1	23.6	12.3	0.4	41.6	-0.2	7.5	25.4	3.0	-1.2
Cc1cccc(N2CN=c3s/c(=C\c4ccccn4)c(=O)n3C2)c1	14.1	19.0	-0.1	8.0	0.9	6.8	13.0	-1.4	3.8
CC(=O)Nc1ccc(S(=O)(=O)N(C)Cc2cnn(C)c2)cc1	8.7	-8.3	7.3	4.2	-6.8	14.7	6.7	-1.4	1.9
O=C(CCN1CCN(c2ccccc2)CC1)N/N=C/c1ccccc1OC(F)F	-3.4	9.2	-3.2	2.8	-0.9	23.3	1.1	10.5	0.1
CC1CCN(c2nnc(-c3cccs3)c3ccccc23)CC1	24.9	10.5	-2.7	47.2	3.7	10.7	25.9	3.6	-1.7
CCOC(=O)C(C)Sc1ccc2nnc(CCNS(=O)(=O)c3ccccc3)n2n1 (configuration not stated)	9.8	14.9	-3.7	-6.2	0.7	-7.7	14.6	1.7	0.5
CC(=O)Nc1ccc2nc(NS(=O)(=O)c3ccc(C)cc3)sc2c1	7.3	-1.9	0.7	10.8	-3.4	-5.0	11.6	1.4	-0.6
CC1CCN(S(=O)(=O)N2CCC(C(=O)NC3CCCC3)CC2)CC1	-0.5	-0.1	-2.3	18.6	0.8	-15.7	8.9	0.2	1.3
CC(C)CC(=O)NC(=S)Nc1ccccc1C(=O)Nc1ccccc1	9.5	18.9	-1.1	6.6	-1.3	14.5	8.5	9.8	-1.4
O=C(c1ccc(OC2CCN(Cc3ccccn3)CC2)cc1)N1CCCCCC1	12.3	-6.1	-3.5	-0.3	-0.9	15.5	-5.1	-7.7	0.7
COc1ccc2cnn(-c3ccc(OC(F)(F)Cl)cc3)c(=O)c2c1OC	3.7	-11.2	1.4	11.8	4.0	-5.6	19.7	0.8	2.4
CC1CCN(C2=NC(=O)/C(=C/c3cn[nH]c3-c3ccccc3)S2)CC1	7.7	22.0	-3.0	8.6	0.2	18.2	1.1	-2.0	1.6
C[C@H]1CCC[C@]2(O[C@H](CCO)C[C@@H](O)[C@@H]2O)O1	-5.0	3.8	13.9	26.2	2.6	-20.6	9.7	-2.7	1.3
CCOC(=O)Cc1csc(NC(=O)c2cccs2)n1	-7.4	11.9	-1.9	15.6	-1.8	-22.1	3.5	-3.4	0.1
N#Cc1ccc(OCC(O)CN2CCN(CC(O)COc3ccc(C#N)cc3)CC2)cc1 (configuration not stated)	-13.2	8.3	0.4	-20.8	-0.8	11.9	10.8	8.3	0.2
CCCC(=O)c1cc(F)c(N2CCN(S(=O)(=O)c3ccccc3)CC2)cc1C	15.7	-4.5	2.5	10.1	-2.8	25.4	9.8	11.0	2.4
CCOCCCNC(=O)/C(C#N)=C/c1ccc(C(=O)OC)cc1	13.5	-23.1	8.2	12.0	-3.0	20.4	14.2	-10.4	-2.5
O=C(O)c1ccc(CSCc2ccccc2Cl)o1	1.5	19.4	-2.7	10.8	0.5	-13.6	8.4	-3.6	-0.3
CCCCc1c(O)nc(SCC(=O)N2CCOCC2)[nH]c1=O	2.1	7.0	2.6	15.1	-1.6	-6.3	-2.6	-1.4	0.4
Cc1cc([N+](=O)[O-])nn1CC(=O)Nc1cnc2ccccc2c1	-0.5	10.8	-3.0	12.4	-3.8	6.7	10.7	8.4	0.5
CCOC(=O)CNC(=O)/C(=C\c1ccc(F)cc1)NC(=O)c1ccccc1	3.5	12.5	-1.7	3.6	-1.9	-4.9	-19.5	-3.7	2.7
Cc1ccccc1NC(=O)Cn1c(=O)n(Cc2ccccc2)c(=O)c2c(C)c(C)sc21	17.8	-19.0	-3.5	-12.2	1.1	-0.6	2.1	12.6	1.1
Cc1cccc(NC(=O)N2CCC(C(=O)c3ccc(F)cc3)CC2)c1	-9.5	-22.0	0.4	11.6	-2.0	8.1	-14.6	6.5	1.2
CCOc1ccc(C/C(N)=N/n2cnnc2)cc1	4.1	13.4	-1.2	22.3	-4.2	7.6	4.3	-8.6	-0.7
CCn1c(SCC(=O)c2cc(C)n(-c3ccc(C(=O)OC)cc3)c2C)nnc1-c1cccnc1	21.4	0.5	0.9	15.7	0.2	-5.5	20.5	1.3	-1.1
CC1CCN(C(=O)CCNS(=O)(=O)c2ccc(Cl)cc2)CC1	-9.4	12.6	-1.3	4.5	-4.9	-14.2	4.3	-11.4	0.8
COc1ccc(N(C(=O)c2ccc(Br)o2)C2C=CS(=O)(=O)C2)cc1 (configuration not stated)	0.6	21.5	-1.7	-0.4	1.8	21.7	4.4	-1.5	-2.6
O=C1c2ccccc2NC(c2cc(Cl)cc(Cl)c2O)N1Cc1cccnc1 (configuration not stated)	13.6	10.4	-2.1	18.5	2.4	10.8	19.7	9.0	1.4

# Ordered by the number under APJ antag (highest first): 3 from the list above
smiles,APJ antag
CCOC(=O)C(C)Sc1ccc2nnc(CCNS(=O)(=O)c3ccccc3)n2n1 (configuration not stated),14.9
CCOc1ccc(C/C(N)=N/n2cnnc2)cc1,13.4
CCn1c(SCC(=O)c2cc(C)n(-c3ccc(C(=O)OC)cc3)c2C)nnc1-c1cccnc1,0.5

# Continued.
Structure	tim10-1 inh	APJ antag	APJ ag	tim23-1 inh	UPR XBP1 act	Mdm2 MdmX PPI	TIM10 inh	CXCR6 block	CHOP UPR activ
O=C(CCc1ccccc1F)N1CCN(c2ccccc2)CC1	6.5	-10.6	-2.4	20.2	-3.4	-1.1	2.8	5.6	-0.3
Cc1[nH]c2ccccc2c1C(=O)CSc1nc2ncc(Cl)cc2[nH]1	-1.6	6.7	3.1	-10.8	-3.1	-1.1	-17.7	5.2	-1.1
N#Cc1c(-c2cccs2)cc(C2CC2)nc1SCC(N)=O	30.5	-12.1	0.6	23.5	-0.6	-4.5	15.5	-0.2	1.7
CCOC(=O)C1=C(CS(=O)(=O)c2ccc(F)c(C)c2)NC(=O)NC1c1ccc(O)c(O)c1 (configuration not stated)	-5.8	-4.8	-0.9	-5.6	-2.3	21.9	-7.4	4.6	-0.7
CCOc1ccc(C(=O)OCC(=O)NC(C)C)cc1	2.8	16.4	0.4	0.5	0.6	7.5	-10.3	1.1	0.2
Cc1ccc(NC(=O)CSCC(=O)Nc2ccc(S(=O)(=O)N3CCOCC3)cc2)cc1	2.6	-0.2	0.8	-7.3	-0.6	-6.2	11.0	-19.3	-0.8
O=C(Nc1ccccc1Oc1cccnc1)C1CCCN(Cc2ccc(F)cc2)C1 (configuration not stated)	15.5	3.9	0.1	1.8	0.1	14.5	-10.0	5.2	0.9
O=C(CCC1CCCC1)NCCCN1CCOCC1	3.4	2.2	-2.5	-12.1	-1.6	8.3	-6.1	-1.1	-0.2
Cc1nc([N+](=O)[O-])c(Br)n1CC(=O)c1ccc2ccccc2c1	59.2*	3.0	-1.8	34.8	1.7	87.3*	54.3*	18.5	143.7*
COc1ccc(C(=O)Nc2ccccc2SCc2cc(=O)n3nc(C)sc3n2)cc1OC	23.5	-4.4	-2.6	13.6	0.4	1.9	0.3	1.7	5.7
Cc1cccc(NC(NC(=O)c2ccccc2[N+](=O)[O-])C(Cl)(Cl)Cl)c1 (configuration not stated)	22.4	3.3	-0.6	11.3	-3.0	7.9	12.0	0.9	0.2
COc1ccc(N(CC(=O)Nc2cccc(N(C)S(C)(=O)=O)c2)S(=O)(=O)c2ccc(F)cc2)cc1	0.4	9.3	3.5	23.5	1.5	10.4	-12.1	-3.7	1.3
COc1ccc(C2(CNC(=O)c3ccccc3)CCOCC2)cc1	18.5	18.9	-5.7	15.1	3.0	-10.1	24.2	-5.9	0.8
O=C1CC(c2ccccc2Oc2cccc(Cl)c2)C(n2cncn2)C(=O)C1C1NCCc2ccccc21 (configuration not stated)	2.7	-7.1	-0.8	11.9	-2.4	20.5	7.5	-1.2	0.2
CCOC(=O)c1nnc2cc(C)nn2c1C	-19.1	-14.1	1.1	-8.8	-0.2	5.7	-12.3	1.5	-1.6
O=C(NC1CCCCC1)c1cc(-c2ccccc2O)on1	-5.8	17.7	-4.0	-1.2	4.1	-51.5	-18.4	4.7	4.8
CCOC(=O)C[n+]1c(C)csc1C	16.9	9.2	-1.3	5.3	-0.6	4.0	0.8	-4.3	-1.4
CCOC(=O)C1(CCOc2ccccc2)CCN(C(=O)c2ccc(-n3cccn3)cc2)CC1	20.3	-1.1	1.3	23.6	-0.6	-3.2	25.0	-0.9	-0.5
Cc1cc(NC(=O)CSCC(=O)Nc2ccc(Cl)c(C(F)(F)F)c2)no1	1.8	15.3	-3.3	-8.6	-1.4	12.8	4.6	-2.9	-1.0
C[C@H](CO)N1C[C@H](C)[C@@H](CN(C)C(=O)Nc2ccccc2)Oc2ccc(NS(=O)(=O)c3ccc(F)cc3)cc2C1=O	-1.5	-2.2	-1.8	12.8	0.1	-15.6	-1.0	-5.3	1.7
CC(=O)Nc1ccc(N2C(=O)c3ccc(C(=O)Nc4nnc(SCc5ccc(F)cc5)s4)cc3C2=O)cc1	10.7	1.3	-4.5	-25.9	3.0	-9.4	-8.0	0.5	1.1
Cc1ccc(NC(=O)CO/N=C(\N)c2ccccc2)cc1C	-3.6	5.3	-5.2	10.3	-1.4	3.9	-8.4	2.7	2.7
O=C(CCNC(=O)c1ccccc1Cl)NN=Cc1ccco1	-6.6	4.6	-2.1	-2.9	-2.0	9.7	-18.0	-8.2	-1.5
O=C(NCc1ccc2c(c1)OCO2)C1CCN(Cc2cnn(-c3ccccc3)c2-n2cccc2)CC1	16.3	8.6	-2.4	-0.5	0.0	13.4	0.1	9.6	-1.7
COc1ccc(N2CCN(C(=O)CCNC(=O)c3ccc(C(C)(C)C)cc3)CC2)cc1	1.6	-1.8	-2.3	31.0	-0.6	-27.4	31.7	-6.9	-0.4
CN1CCN(c2ccc(NC(=O)COc3cccc4ccccc34)cc2)CC1	11.6	-1.3	-4.7	2.8	0.6	13.8	16.8	0.4	1.8
